Polio RdRp inh = poliovirus RNA polymerase inhibition; P03300; poliovirus polymerase elongation, fluorescence polarization; active compounds read low; % elongation, % (compound at 16.7 µg/mL); 150,000 compounds, 0.66% hits; in the data active means % elongation below about 90%; further: some results filed as inactive read as strong as hits
Target sequence (P03300 1749-2209 limits assumed): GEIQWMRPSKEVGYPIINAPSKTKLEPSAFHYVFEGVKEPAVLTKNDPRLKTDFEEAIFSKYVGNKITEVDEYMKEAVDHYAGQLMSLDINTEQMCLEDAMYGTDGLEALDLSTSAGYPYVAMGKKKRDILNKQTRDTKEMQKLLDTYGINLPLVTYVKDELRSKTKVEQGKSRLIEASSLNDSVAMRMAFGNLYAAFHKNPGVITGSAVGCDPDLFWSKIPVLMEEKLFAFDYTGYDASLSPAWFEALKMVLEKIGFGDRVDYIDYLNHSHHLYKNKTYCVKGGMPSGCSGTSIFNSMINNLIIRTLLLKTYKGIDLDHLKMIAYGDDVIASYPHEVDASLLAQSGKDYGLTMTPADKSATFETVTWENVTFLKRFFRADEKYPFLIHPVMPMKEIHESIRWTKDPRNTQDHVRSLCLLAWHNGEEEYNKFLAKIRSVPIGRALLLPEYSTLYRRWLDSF
Polio RdRp inh FP z-score = second read-out of Polio RdRp inh, no call of its own (marks repeat the call); z-score; measured here: FP z-score; hits read low
Numbers without * were called inactive. An excerpt; rates above refer to the full screens.

smiles	Polio RdRp inh FP z-score	Polio RdRp inh
Cc1noc(/C=C/c2cccs2)c1S(=O)(=O)N1CCC(C(=O)NCc2ccc(Cl)cc2)CC1	0.6	107
Cn1c(=O)c2c([nH]c(=O)n2Cc2ccc(Cl)cc2Cl)n(C)c1=O	0.4	113
CCOCCCNC(=O)c1cc(=O)[nH]c2ccc(S(=O)(=O)N3CCCC3)cc12	0.2	105
Nc1nc(Cl)cc(Oc2ccc(Cl)cc2)n1	-0.9	96
O=C(NCc1cccs1)C1C2C=CC3(CN(CCCN4CCOCC4)C(=O)C13)O2 (configuration not stated)	0.9	103
CCOC(=O)/C(C#N)=C/c1ccc2c(c1)c1ccccc1n2CC	0.5	104
CCN1CCN(Cc2ccc(NC(=O)Cc3noc4ccccc34)cc2)CC1	0.6	105
COc1ccccc1NC(=O)c1ccc(-c2nc(COc3ccc(C)cc3)c(C)o2)cc1	0.9	113
COc1cccc(-n2cc(C(=O)NC(C)C)c3ccccc3c2=O)c1	0.4	104
O=C(Nc1ccc2nc(SCC(=O)N3CCCc4ccccc43)sc2c1)c1ccccc1F	1.2	112

Continued.
smiles	Polio RdRp inh FP z-score	Polio RdRp inh
CC(=O)Oc1ccc(N2C(=O)CCC2=O)cc1	0.1	103
NCC1CCCCC1CC(=O)O (configuration not stated)	0	99
O=C(O)/C=C/C(=O)Nc1cn(-c2ccccc2)nc1-c1ccccc1	-0.3	102
CCOC(=O)c1cc(-c2ccc(OC)cc2)n(CCC(=O)Nc2ccccc2OC)c1C	0.8	107
O=C(c1ccco1)N1CCN(C(=O)N2c3ccccc3Sc3ccccc32)CC1	0	100
Fc1ccc(Nc2nc(Nc3ccc(F)cc3)nc(N3CCOCC3)n2)cc1	0	105
CC(C(=O)NC1CC1)N1CCC(N2CCCCC2)CC1 (configuration not stated)	-2.1	98
CCCCNC(=O)Nc1cc(C(F)(F)F)c[nH]c1=O	-0.3	96
CCN(CC)c1ccc(C(=O)c2ccccc2C)cc1	0.5	103
COC(=O)c1c(NC(=O)c2cc(=O)c3ccc(C)c(C)c3o2)sc2c1CCCC2	0.1	108

Following part.
smiles	Polio RdRp inh FP z-score	Polio RdRp inh
CCC1CN(C(=O)N2CCC(C(=O)NCc3ccc(C)o3)CC2)c2cc(C)ccc2O1 (configuration not stated)	0.8	111
Cc1cc(OCC(=O)O)no1	-0.5	98
CCOc1ccccc1NC(=O)N1CCc2c(sc(C)c2CC)C1c1ccccc1 (configuration not stated)	-0.8	101
Cc1c(Cl)cccc1NC(=O)Nc1c[nH]c(=O)[nH]c1=O	-1	102
COc1ccc(CNC(=O)c2ccc(N3CCCC3)c(NC(=O)NCc3ccc(F)cc3)c2)cc1	0.1	106
N#C/C(=C/c1cccs1)C(=O)O	0.8	105
CCc1ccccc1NS(=O)(=O)c1ccc2[nH]cc(C(=O)N(CC(C)C)CC(C)C)c(=O)c2c1	0.3	108
Cc1ccc(CN(C(=O)COc2ccc(Cl)c(C)c2)C2CCS(=O)(=O)C2)o1 (configuration not stated)	-0.3	111
COC(=O)c1cc(-c2cc(OC)c(OC)c(OC)c2)no1	2.1	107
CN(C(=O)c1oc(=O)c2ccccc2c1-c1ccccc1)c1ccccc1	-0.7	101

Later entries.
smiles	Polio RdRp inh FP z-score	Polio RdRp inh
FC(F)(F)c1nc2ccc(Cl)cc2[nH]1	0.5	104
CC(=O)N1CCc2c(sc(NC(=O)CSc3ccc(F)cc3)c2-c2nc3ccccc3s2)C1	-0.3	105
COc1cc(NC(=O)c2cccc(Br)c2)nc(OC)n1	0.1	103
CC(=O)OCc1cnc(C)c2oc(=O)c(C(=O)Nc3cccc(F)c3)cc12	-0.4	103
CC(=O)Nc1sc(=Nc2ccc(C)c(C)c2)n(C(C)=O)c1-c1ccc2c(c1)OCO2	-0.3	101
CC(C)(C)c1cc(Cc2ccc(O)c(O)c2)cc(C(C)(C)C)c1O	0	100
COc1cccc(NC(C)C(=O)Nc2ccc(NC(C)=O)cc2)c1 (configuration not stated)	-0.7	95
O=C(/C=C/c1c[nH]c2ccccc12)N1CCCCC1	-0.3	100
CCOc1ccccc1NC(=O)CNc1cc(F)ccc1C	-0.4	100
Cc1ccnn1CCN	1.5	106

Other compounds
smiles	Polio RdRp inh FP z-score	Polio RdRp inh
CC(C)c1ccc(NC(=O)CS(=O)(=O)c2cccc3nsnc23)cc1	0.4	109
CCOc1ccc(S(=O)(=O)N2CCc3ccccc3C2CC(=O)Nc2nnc(C)s2)cc1 (configuration not stated)	-0.2	101
CC(=O)Nc1ccc(C2Sc3ccccc3NC3=C2C(=O)c2ccccc23)cc1 (configuration not stated)	0.5	107
Cc1ccc(NC(=O)C2CCCN(c3ncnc4c3nc3n4CCCCC3)C2)cc1F (configuration not stated)	0.3	108
N=c1n(CCN2CCCCC2)c2ccccc2n1CC(O)c1ccc2c(c1)OCO2 (configuration not stated)	-0.1	101
O=C(O)CNC(=O)CCN1C(=O)c2ccccc2C1=O	0.1	102
CC(=O)Nc1ccc(NC(=O)CN(C)S(=O)(=O)c2ccc3c(c2)CCCC(=O)N3)cc1	-0.2	107
c1ccc(-n2c3c(c4ccccc42)CCCC3)cc1	0.6	110
CCn1ncc(C2=NOC(C(=O)O)C2)c1C (configuration not stated)	-1.5	99
O=C(Nc1cccc(F)c1)c1cccc2c1C(=O)N(C1CCCCC1)C2	0.5	109

Complete entries from above. Order of values: Polio RdRp inh FP z-score, Polio RdRp inh
O=C(O)CNC(=O)CCN1C(=O)c2ccccc2C1=O is listed with 0.1, 102
O=C(Nc1cccc(F)c1)c1cccc2c1C(=O)N(C1CCCCC1)C2 is listed with 0.5, 109
CC(=O)Nc1ccc(C2Sc3ccccc3NC3=C2C(=O)c2ccccc23)cc1 (configuration not stated) is listed with 0.5, 107

The list continues:
smiles	Polio RdRp inh FP z-score	Polio RdRp inh
Nc1ccc2c(c1)C(=O)N(CCCCN1C(=O)c3ccc(N)cc3C1=O)C2=O	0	102
CC(=O)Nc1ccc2oc(-c3ccccc3)nc2c1	-0.3	100
CC1CCCC(NC(=O)CNC(=S)N(Cc2ccc(F)cc2)C2CCCCC2)C1C (configuration not stated)	-0.3	101
CCN1C(=O)c2ccccc2Sc2ccc(NC(=O)NCc3ccccc3)cc21	0.2	104
CCC1CCCCN1C(=O)COC(=O)/C=C/c1cc(OC)c(OC)c(OC)c1 (configuration not stated)	-0.1	100
Cc1ccc(S(=O)(=O)Nc2nc3n(n2)C(c2ccc(F)cc2)C=C(c2ccccc2)N3)cc1 (configuration not stated)	-0.7	103
Cc1cc(C(=O)OCc2cc(=O)oc3cc4c(cc23)CCC4)c(C)o1	0.1	104
COc1ccc(-c2c(C)c3ccc(O)c(CN4CCCCC4)c3oc2=O)cc1OC	-0.1	107
CCCCC(CC)CNc1ncnc2c1oc1ccccc12 (configuration not stated)	-0.1	99
CN(C)S(=O)(=O)c1ccc(SCC(=O)N2CC(=O)Nc3ccccc32)nc1	-0.5	99

(cont.)
smiles	Polio RdRp inh FP z-score	Polio RdRp inh
C=C(C)CNC(=S)Nc1cc(Cl)ccc1Sc1nncn1C	-1.6	91
O=C(Cn1ccn(-c2ccccc2)c(=O)c1=O)Nc1ccccc1	0.4	104
COc1ccccc1C(=O)Nc1cccc(-c2csc(-c3ccccc3)n2)c1	0.2	102
COc1ccc(OC)c(S(=O)(=O)NCC(c2cccs2)S(=O)(=O)c2ccc(F)cc2)c1 (configuration not stated)	-0.2	105
CC(C)COC(=O)N1CCCC1C(=O)O (configuration not stated)	-0.1	102
COC(=O)c1cc2oc3ccccc3c2n1Cc1nc(-c2cccc(C)c2)oc1C	-0.6	104
COC1CC2C(=O)OC(C(=O)O)C2C(OC)C1OC (configuration not stated)	-0.1	102
S=c1nccc(-c2cc(-c3ccccc3)no2)[nH]1	1.6	108
Cc1ccnc(SCC(=O)Nc2ccccc2)n1	0.3	103
COc1ccc2cc3cc(C(=O)NCc4cc(Br)ccc4OC)oc3nc2c1	0.9	103

Next part.
smiles	Polio RdRp inh FP z-score	Polio RdRp inh
Nc1c(C(=O)Nc2ccccc2)sc2sc(C(=O)Nc3ccccc3)c(N)c12	0.5	106
CCCCSCCCNC(=O)c1cn(C)c2ccc(S(=O)(=O)N3CCCCC3)cc2c1=O	-0.7	101
CC(NCC1CCCO1)C(=O)N(C(C)C)C(C)C (configuration not stated)	-0.6	101
c1ccc2sc(SCc3cn4cccnc4n3)nc2c1	0.4	103
Cc1ccc(C(=O)CSc2ncn(-c3ccccc3)n2)cc1	0.2	103
CC(c1ccccc1)C(CC(=O)Nc1nccs1)C(=O)Nc1nccs1 (configuration not stated)	-0.6	99
Clc1ncnc2c1[nH]c1ccccc12	0.2	103
CC(=O)Nc1ccc(NC(=O)CCC(=O)c2ccccc2)cc1	-1.5	99
COC(=O)c1cc(CSc2nnc(-c3ccccc3)c(-c3ccccc3)n2)oc1C	-0.3	101
CC(C)(C)c1csc(-c2ccc(-c3cccs3)s2)n1	0.7	107

Ordered by length of the SMILES (descending): part of the list above
smiles	Polio RdRp inh FP z-score	Polio RdRp inh
COC(=O)c1cc(CSc2nnc(-c3ccccc3)c(-c3ccccc3)n2)oc1C	-0.3	101
Cc1ccc(C(=O)CSc2ncn(-c3ccccc3)n2)cc1	0.2	103
c1ccc2sc(SCc3cn4cccnc4n3)nc2c1	0.4	103

The results go on.
smiles	Polio RdRp inh FP z-score	Polio RdRp inh
COc1ccc(CCn2c3c(c(=O)[nH]c2=O)C(NC(=O)c2ccccc2OC)(C(F)(F)F)C(=O)N3)cc1OC (configuration not stated)	0.3	106
CCOC(=O)Cn1c(=NC(=O)C2COc3ccccc3O2)sc2cc(NC(C)=O)ccc21 (configuration not stated)	-0.6	100
CCOc1ccc2oc(=O)cc(CN3CCN(c4ccc(Cl)cc4)CC3)c2c1	-0.4	107
O=C(Nc1ccc(N2CCOCC2)cc1)c1cnc2ccccc2n1	-0.5	99
Cc1ccc(NC(=O)Nc2cc3c(cc2N2CCCC2)n(C)c(=O)n3C)cc1C	-0.1	100
Cc1cc(C=C2C(=O)CCCC2=O)c(C)n1-c1ccccc1	-0.1	102
CN(C)c1ccc(C(CNS(=O)(=O)c2ccc(F)cc2)N2CCOCC2)cc1 (configuration not stated)	1	112
O=C(NCc1cccs1)c1ccc2c(=O)n3nc(Nc4ccccc4)sc3nc2c1	-0.8	102
O=C(N/N=C/c1ccccn1)c1ccccc1NS(=O)(=O)c1cccs1	7.1	148
Cc1ccc(OCC(=O)NCC(c2ccc(Cl)cc2)N2CCCCC2)cc1 (configuration not stated)	-0.6	98

Later entries:
smiles	Polio RdRp inh FP z-score	Polio RdRp inh
Cc1cc(NS(=O)(=O)c2ccc(NC(=O)c3ccncc3)cc2)nc(C)n1	0.4	103
CCOc1ccc(S(=O)(=O)Nc2cc3c(C(=O)OC)c(COC)oc3c3ccccc23)cc1	1.1	108
COc1ccc(OCc2nc3c4c(-c5ccc(OC)cc5)c(-c5ccc(OC)cc5)oc4ncn3n2)cc1	0.2	106
COc1ccccc1Nc1nn2c(=O)c3ccc(C(=O)NC4CCCCC4)cc3nc2s1	-1.4	99
O=c1c(Cl)c(N2CCCC2c2ccc3c(c2)OCCO3)cnn1-c1nc2ccccc2[nH]1 (configuration not stated)	-1.2	93
CC(=O)Nc1ccccc1OCC(=O)N(C)Cc1ccco1	0	103
CCc1nc(C)cn1S(=O)(=O)c1cc(Br)c(C)cc1OC	-0.4	100
CSc1ncc(Cl)c(C(=O)NCc2ccc(C)cc2)n1	0.5	122
O=C(CSc1ncccc1C(=O)Nc1ccc2c(c1)OCCO2)Nc1ccc2c(c1)OCO2	-0.6	99
CCCN(CCC)C(=O)Cn1c(=O)n(Cc2ccc(C(=O)NCCc3ccc(Cl)cc3)cc2)c(=O)c2ccccc21	0.4	107

Copied from the list.
Under Polio RdRp inh FP z-score, O=C(c1ccco1)N1CCN(C(=O)N2c3ccccc3Sc3ccccc32)CC1 is listed with 0
Under Polio RdRp inh, CCOc1ccccc1NC(=O)CNc1cc(F)ccc1C is listed with 100

More records.
smiles	Polio RdRp inh FP z-score	Polio RdRp inh
Cc1nn(C(=O)c2ccc(C(C)(C)C)cc2)c(N)c1-c1ccccc1	1.1	110
O=C1Nc2ccccc2/C1=C/c1cccc(Cl)c1	-0.9	100
COc1ccc(OCCOc2ccc(C)cc2OC)cc1	-0.3	99
CC(=NCC(c1ccco1)N1CCCCC1)C1=C(O)CC2(CCCCC2)CC1=O (configuration not stated)	0.2	104
COc1ccccc1Nc1c2c(nc3ccc(NC(=O)c4ccccc4F)cc13)CCCC2	-0.2	103
Nc1nc(N2CCOCC2)ncc1S(=O)(=O)c1ccc(Cl)cc1	-0.6	102
COc1ccc(CCNc2ncnc3onc(-c4ccc(Cl)cc4)c23)c(OC)c1	0.4	109
CCOC(=O)c1cc(-c2ccccc2)n(CCCC(=O)Nc2ccc(CC)cc2)c1C	-0.5	102
CO/N=C(/C(=O)N[C@@H]1C(=O)N2C(C(=O)O)=C(COC(C)=O)CS[C@H]12)c1csc(N)n1	-0.1	100
CC(C)(CNCC(O)c1ccccc1)N1CCOCC1 (configuration not stated)	-0.7	98

(list continues)
smiles	Polio RdRp inh FP z-score	Polio RdRp inh
CC(=O)Nc1cccc(O)c1	0.3	100
CCOc1ccccc1CCC(=O)O	-0.4	101
Cc1ccc(C)n1-c1nnc(N2CCCC(C(=O)NCc3cccc(Br)c3)C2)s1 (configuration not stated)	-0.5	105
CC1=Nc2cc(C(=O)NCc3ccco3)ccc2Sc2ccc(Cl)cc21	1.2	104
C=CCN1C(=O)CS/C1=C(\C#N)S(=O)(=O)c1ccc(C)cc1	-1.5	98
NCCc1nc2ccccc2s1	0.3	104
Cc1cccc(NC(=O)c2c(C)oc3ncn(CC(C)C)c(=O)c23)n1	0.1	108
O=C(NCc1ccccc1)C1CCC(C(=O)NCc2ccccc2)N1 (configuration not stated)	0.9	104
Cc1oc2ccc(O)c(CN3CCN(Cc4ccccc4)CC3)c2c1C(=O)Nc1ccccc1	-0.6	104

Entries shown so far containing bromine (four):
smiles	Polio RdRp inh FP z-score	Polio RdRp inh
COc1cc(NC(=O)c2cccc(Br)c2)nc(OC)n1	0.1	103
COc1ccc2cc3cc(C(=O)NCc4cc(Br)ccc4OC)oc3nc2c1	0.9	103
CCc1nc(C)cn1S(=O)(=O)c1cc(Br)c(C)cc1OC	-0.4	100
Cc1ccc(C)n1-c1nnc(N2CCCC(C(=O)NCc3cccc(Br)c3)C2)s1 (configuration not stated)	-0.5	105

From PubChem BioAssay
